PglD inh: C. jejuni PglD acetyltransferase inhibitors, primary screen, biochemical, DTNB colorimetric, single point; purified PglD enzyme, DTNB colorimetric CoA detection; 0.098% of 360,000 active; inhibition, % at 12.5 µM; UDP-N-acetylbacillosamine N-acetyltransferase PglD (Campylobacter jejuni); AID 602405, 2012; in the data active = inhibition above about 16%, passing the limit was not always enough; also: strong numbers were not always called active
Cneo AK release: Cryptococcus neoformans cell lysis inducers, primary screen, AK release luminescence, single concentration | C. neoformans lysis, adenylate kinase release luminescence, 4 h; normalised: neutral wells 0, clomiphene wells 100 | lysis activity, % at 15 µM | 0.2% of 360,000 active;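 active = mean lysis activity across replicates of at least 80%, whatever share of replicates individually reach that level; inactive = mean lysis activity below 80%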
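Material: C. neoformans cells; Schedule: 4 h static compound exposure, 37 °C, read 1 h post-reagent; Measured by: adenylate kinase release luminescence; Read-out: signal increase indicating cell lysis; Controls: Clomiphene as positive lysis control.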
F508del corr: F508del CFTR correction, initial screen, CFBE line, single point | activity (quench increase), % at 7.58 µM | 0.36% of 350,000 active | CFBE cells, YFP halide quenching; stimulated with forskolin plus potentiator P3; % fluorescence drop versus neutral controls;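 active = mean added fluorescence quench of at least 8% versus neutral control, with both replicates also reaching 8%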;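 also: cells transiently co-express mutant CFTR-F508del with the halide-sensitive YFP; corrector assay measuring rescue of mutant channel to the surface after 24 h compound exposure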
INS-1E GSIS act: GLuc luminescence reporter in INS-1E cells, primary screen for activators of glucose-dependent secretion of insulin; activation, % at 16.6 µM; INS-1E GLuc reporter insulin secretion, 2-3 h; AID 743287, 2014; 0.61% of 370,000 active;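 active = lowest replicate activation of at least 40%, so every replicate reaches that level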;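 also: 0% = median of neutral control wells and 100% = median of IBMX positive control wells; some compounds called inactive have numbers as strong as hits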
C2C12 statin: suppressors of statin myotoxicity in C2C12 myotubes, primary screen, cell-based, single point, plate reader | C2C12 myotubes + simvastatin, ATP luminescence, 48 h; scaled: DMSO 0, geranylgeraniol control 100 | rescue of ATP level, % at 7.49 µM | 0.78% of 330,000 active | AID 602340, 2012;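 active = mean ATP rescue above about 67%, or every replicate alone reaching that limit, limit read from the data, passing the limit was not always enough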;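 also: myotubes were challenged with 10 µM simvastatin during compound exposure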
PGC1a acetyl inh: inhibitors of PGC1a acetylation signal, primary screen, cell-based, U2OS, AlphaScreen, inhibitor mode; 0.17% of 350,000 active; AID 651687, 2012; AlphaScreen anti-acetyl-lysine; with virally co-expressed GCN5 acetyltransferase; inhibition, % at 15.6 µM;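 active = every replicate shows inhibition of at least 40%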;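 also: 0% = neutral control wells and 100% = positive control wells; some results beyond the cut were filed as inactive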
FN deposition inh: inhibitors of fibronectin matrix deposition, primary screen, AH1F cells, Alexa488-fibronectin fluorescence, plate reader; inhibition, % at 12.6 µM; 0.086% of 350,000 active; AH1F fibroblasts, overnight;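 active = mean inhibition across replicates of 30% or more, regardless of how many single replicates reach that level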;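 also: positive control wells lacked labelled fibronectin entirely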
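Measured by – fluorescence 485/525 nm · System – AH1F fibroblast monolayer, labelled fibronectin deposition · Amount – 10000 cells per well · Buffer or medium – serum-reduced DMEM (2% serum) · Doses – single dose, pinned · Also added – fluorescent fibronectin at 24 nM final · Schedule – 1 h cell attachment, overnight exposure to compound and label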
miR-122 sensor: miR-122 Renilla sensor signal increase in Huh7, primary screen, miR-122 inhibitor project, cell-based, single point, plate reader; Huh7 miR-122 Renilla luciferase sensor, 48 h; neutral wells = 0, positive control = 100; activation (reporter increase), % at 12.5 µM; 0.3% of 340,000 active;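 active = mean replicate activation score at least 90 and every replicate individually at or above 90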;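 also: higher luciferase means less miR-122 activity so hits act as miR-122 inhibitors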
Active calls of the source: *; . = not tested or not shown; [ ] = remark or other dose. Compounds as they come; any-hit rate near 2.1%.

SMILES	PglD inh	Cneo AK release	F508del corr	INS-1E GSIS act	C2C12 statin	PGC1a acetyl inh	FN deposition inh	miR-122 sensor
COc1cccc(-c2cnc3c(c2)C(=O)N([C@H](C)CO)C[C@H](C)[C@H](CN(C)C(C)=O)O3)c1	0	-4	-0.7	16	6	0	1	-1[16.7 µM]
COc1ccc2nc(-c3ccc(F)cc3)sc2c1	-2	-7	-0.1	.	-10	.	-15	.
c1ccc2c(c1)nnn2Cc1nnc2sc(-c3ccc4c(c3)OCCO4)nn12	-1	2	.	.	25	-10	-6	-3
C[C@@H]1CN([C@H](C)CO)C(=O)c2cc(NS(=O)(=O)c3ccccc3)ccc2O[C@@H]1CN(C)C(=O)Nc1ccc(C(F)(F)F)cc1	.	.	-3.6	-15	3	7	2	4[16.7 µM]
COC(=O)c1cc(OC)ccc1-c1ccc(OC)cc1	4	2	0.5	13	11	-8	.	8
CCOC(=O)c1cn2c(C)cccc2n1	.	.	0.8	-8	.	0	2	.
CN1CCN(C(=O)C(=O)c2cn(CC(=O)N3CCOCC3)c3ccccc23)CC1	-2	2	2.2	18	-4	2	-5	-3
Cc1ccc(C)c(-n2c(SCC(=O)O)nc3sc4c(c3c2=O)CCCC4)c1	8	-3	1.6	30	0	.	5	1
CCCNC(=O)C[C@@H]1CC[C@H]2[C@@H](COc3ccc(NC(=O)COC)cc3C(=O)N2C)O1	-3	-6	-0.6	-11	5	-3	-25	25[16.7 µM]
Cc1ccc(/C=N/NC(=O)c2nnn(-c3nonc3N)c2CN(C)C2CCCCC2)cc1	-6	-2	-1.5	0	-8	8	6	1
CN(C)CC#Cc1ccc([C@@H]2[C@H](C#N)N[C@@H]2CO)cc1	-4	-5	0.1	-3	11	-5	-8	.
C/C=C/c1ccc([C@@H]2[C@@H](CN(CC)C(C)=O)N(S(C)(=O)=O)[C@H]2CO)cc1	1	-1	-0.1	13	3	-4	.	12[16.7 µM]
Cc1ccc2c(CN3C(=O)NC(C)(c4ccc5c(c4)OCO5)C3=O)cc(=O)oc2c1 (stereo not drawn)	0	-2	.	.	-65	-7	.	8
NC(=O)CC(NC(=O)Cc1cccc2ccccc12)c1ccc(NCc2cc(F)ccc2F)c([N+](=O)[O-])c1 (stereo not drawn)	-2	8	0.2	-2	-2	.	4	-5
CSCCC(N=C(NS(=O)(=O)c1ccc(C)cc1)c1ccccc1)C(=O)O (stereo not drawn)	.	.	-1.9	5	19	-6	3	-12
CCc1cccc(CC)c1NC(=O)COC(=O)C1(c2ccc(Cl)cc2)CCCC1	-7	3	.	-1	-5	.	.	113*
CC(C)C[C@H]1CN([C@@H](Cc2ccc(O)cc2)CN2CCC[C@@H]2CN2C(=O)C(=O)NC[C@@H]2Cc2ccccc2)C(=O)C(=O)N1CC1CCCCCC1	-3	1	1.7	-17	-9	3	-1	4
COCc1nnc(NC(=O)c2ccc3c(c2)OCO3)s1	1	-7	-4.3	7	1	14	2	-2
O=C(O)[C@H]1Cc2ccccc2CN1S(=O)(=O)c1ccc(F)cc1	3	0	0.1	.	-6	-2	-10	-11
CCC(=O)c1ccc(OCC(O)Cn2nc(C)cc2C)cc1 (stereo not drawn)	1	0	-3.3	9	-7	10	-3	-2
O=C(N/N=C/c1ccc([N+](=O)[O-])o1)c1cn(-c2ccccc2)nc1-c1ccc(Cl)cc1	2	-1	-8.4	-5	-47	.	-10	-1
CCOC(=O)N1CCN(S(=O)(=O)c2ccc(C(=O)N(CCN(C)C)c3nc4c(C)cccc4s3)cc2)CC1	7	1	0.5	-12	1	.	-1	.
CC(=O)N(C)c1ccc(NCc2cc(=O)oc3cc(C)c(O)cc23)cc1	-2	1	-1.0	7	1	-10	5	11
Cc1ccc(-c2ccc([C@H]3[C@@H](CO)N4CCCCN(Cc5cncnc5)C[C@H]34)cc2)cc1	4	-3	3.1	6	.	-5	.	15[16.7 µM]
CCCN(C)C[C@@H]1Oc2ncc(/C=C/c3ccccc3)cc2C(=O)N([C@H](C)CO)C[C@@H]1C	-3	6	2.3	21	.	-4	3	-2[16.7 µM]

Continued, starting with the last 7 of the part before.
SMILES	PglD inh	Cneo AK release	F508del corr	INS-1E GSIS act	C2C12 statin	PGC1a acetyl inh	FN deposition inh	miR-122 sensor
O=C(O)[C@H]1Cc2ccccc2CN1S(=O)(=O)c1ccc(F)cc1	3	0	0.1	.	-6	-2	-10	-11
CCC(=O)c1ccc(OCC(O)Cn2nc(C)cc2C)cc1 (stereo not drawn)	1	0	-3.3	9	-7	10	-3	-2
O=C(N/N=C/c1ccc([N+](=O)[O-])o1)c1cn(-c2ccccc2)nc1-c1ccc(Cl)cc1	2	-1	-8.4	-5	-47	.	-10	-1
CCOC(=O)N1CCN(S(=O)(=O)c2ccc(C(=O)N(CCN(C)C)c3nc4c(C)cccc4s3)cc2)CC1	7	1	0.5	-12	1	.	-1	.
CC(=O)N(C)c1ccc(NCc2cc(=O)oc3cc(C)c(O)cc23)cc1	-2	1	-1.0	7	1	-10	5	11
Cc1ccc(-c2ccc([C@H]3[C@@H](CO)N4CCCCN(Cc5cncnc5)C[C@H]34)cc2)cc1	4	-3	3.1	6	.	-5	.	15[16.7 µM]
CCCN(C)C[C@@H]1Oc2ncc(/C=C/c3ccccc3)cc2C(=O)N([C@H](C)CO)C[C@@H]1C	-3	6	2.3	21	.	-4	3	-2[16.7 µM]
O=C(Cc1ccccc1)N/N=C/c1ccc[nH]1	0	14	-1.4	-10	2	2	-6	-4
CCCCC(=O)Nc1cccc(-c2ccc3nncn3n2)c1	1	0	-0.8	3	19	-1	2	3
N#CC1=C(N)N(c2ccc(Br)cc2)C2=C(C(=O)CCC2)C1c1cccnc1 (stereo not drawn)	5	0	.	.	19	.	.	10
COC(=O)c1ccccc1COn1c(=O)c[n+]([O-])c2ccccc21	7	0	.	.	-8	5	9	-1
Cc1nn(-c2ncc(C(F)(F)F)cc2Cl)c(=O)n1-c1ccccc1Cl	9	-3	.	.	.	7	-7	1
Cn1cc(C(=O)N2CCN(c3ccccc3)CC2)c(=O)c2cc(S(=O)(=O)N3CCOCC3)ccc21	3	-2	1.1	0	8	4	3	1
COc1cc(CNCC(C)C)cc(Br)c1OCC(=O)Nc1ccccc1	9	-5	.	.	-3	-26	-13	0
Cc1oc(-c2ccccc2)nc1Cn1cccc1C1=NC(c2ccccc2)CO1 (stereo not drawn)	-1	10	.	.	.	-21	-11	-4
Cc1ccc2c(n1)sc1c(N)ncnc12	.	0	.	.	2	-3	.	-4
COc1ccc(NC(=O)c2ccc(-c3ccc(-c4noc(C)n4)cc3C)cc2)cc1N1CCN(C)CC1	-7	11	-4.6	.	1	-40	-9	-15
CCc1nnc(NS(=O)(=O)c2ccc(NC(=O)Nc3ccc(OC)cc3)cc2)s1	-6	0	0.9	0	-3	-5	-4	6
COc1ccc(OCC(N)=O)cc1	2	-1	1.1	3	-1	.	-10	-8
COc1cccc(CN2CCC(C(=O)NC(c3ccc4c(c3)OCO4)c3ccccn3)CC2)c1 (stereo not drawn)	-2	0	0.2	-17	-8	.	0	-11
CC(C)N(CCNC(=O)C1CCC(=O)N1Cc1ccc(F)cc1)Cc1ccccc1 (stereo not drawn)	8	-1	.	.	-3	4	.	-1
O=C(CN(Cc1ccccc1Cl)C(=O)c1csnn1)NCc1ccccc1	-1	-2	0.3	-2	2	.	1	.
COc1ccc(CNC(=O)C2CCCN(S(=O)(=O)N3CC(C)CC(C)C3)C2)c(OC)c1 (stereo not drawn)	-1	1	3.1	-9	7	.	-16	.
COc1ccc(-c2cc(C(=O)N3CCN(c4ccccc4O)CC3)c3ccccc3n2)cc1OC	3	-2	1.9	0	.	2	-9	6
COc1cc(-c2n[nH]c(=S)n2-c2cc(C(F)(F)F)ccc2Cl)cc(OC)c1OC	.	.	.	25	9	-3	1	-7
COc1ccccc1-c1ccc([C@H]2[C@@H](CO)N3CCCCN(C(=O)CN4CCOCC4)C[C@@H]23)cc1	0	-1	0.8	6	13	9	.	-4[16.7 µM]
Cc1cccc(C)c1N(CC(=O)NCc1ccco1)C(=O)CNS(=O)(=O)c1ccc(F)cc1	-3	-2	0.8	-4	5	.	-2	7
COC(=O)Cn1c(C)c(/C=C/c2cc[n+](C)cc2)c2ccccc21	-7	-3	1.7	-5	-18	.	-19	.
CC1=CC(=C(C#N)c2nc3ccccc3s2)C=C(C)N1CC1CCCO1 (stereo not drawn)	.	.	-8.0	12	.	-3	1	.
Cc1c(NC(=O)CSc2nnc(-c3cccc(Cl)c3)o2)c(=O)n(-c2ccccc2)n1C	-1	0	.	.	-8	4	.	-5
COc1ccc(Cc2nnc(SCC(=O)c3ccc4c(c3)OCO4)o2)cc1	-2	-2	0.8	26	17	-7	-2	-6
Cc1ccccc1S(=O)(=O)N1CC[C@@H]2[C@@H](CO)N(C)c3ccc(-c4ccccc4)cc3[C@@H]21	2	-4	1.2	0	3	-6	-14	102*[16.7 µM]
O=C(Nc1ccccc1F)Oc1cccc(OC(=O)Nc2ccccc2F)c1	6	0	-3.5	-14	-2	.	0	.
CCOP(=O)(OCC)C(Nc1ccc([N+](=O)[O-])cc1)c1ccc(Cl)cc1 (stereo not drawn)	-2	2	3.5	-39	0	.	2	15
CCCCC(C(=O)NC(C)c1ccccc1)C(=O)NC(C)c1ccccc1 (stereo not drawn)	-2	-1	2.0	25	6	-7	-3	.

Single records, as listed above:
`NC(=O)CC(NC(=O)Cc1cccc2ccccc12)c1ccc(NCc2cc(F)ccc2F)c([N+](=O)[O-])c1` (stereo not drawn) is listed with PglD inh: -2; Cneo AK release: 8; F508del corr: 0.2; INS-1E GSIS act: -2; C2C12 statin: -2; PGC1a acetyl inh: .; FN deposition inh: 4; miR-122 sensor: -5
`CCOP(=O)(OCC)C(Nc1ccc([N+](=O)[O-])cc1)c1ccc(Cl)cc1` (stereo not drawn) is listed with PglD inh: -2; Cneo AK release: 2; F508del corr: 3.5; INS-1E GSIS act: -39; C2C12 statin: 0; PGC1a acetyl inh: .; FN deposition inh: 2; miR-122 sensor: 15

Assay outcomes as filed in PubChem.
